# Rtt109 Vps75: inhibitors of Candida albicans Rtt109/Vps75 histone acetyltransferase; Q5AAJ8; purified Rtt109/Vps75, ThioGlo CoA-SH fluorescence, 4 h; inhibition, % at 34.9 µM; 0.16% of 330,000 active; AID 540336;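 active means inhibition of at least 50% in every replicate; inconclusive means best replicate reaches 50% inhibition but some replicates fall short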
# Target sequence (Q5AAJ8 whole entry, looked up): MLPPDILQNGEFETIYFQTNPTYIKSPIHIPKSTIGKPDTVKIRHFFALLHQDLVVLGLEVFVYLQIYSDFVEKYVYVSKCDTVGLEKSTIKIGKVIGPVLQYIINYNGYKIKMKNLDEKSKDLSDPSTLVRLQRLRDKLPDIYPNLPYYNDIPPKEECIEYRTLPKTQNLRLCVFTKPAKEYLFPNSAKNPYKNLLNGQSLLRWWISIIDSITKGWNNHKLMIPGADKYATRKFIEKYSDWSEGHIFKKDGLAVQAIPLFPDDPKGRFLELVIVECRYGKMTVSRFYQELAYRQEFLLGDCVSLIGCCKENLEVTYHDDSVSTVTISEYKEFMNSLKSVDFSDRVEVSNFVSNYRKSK
# Wnt act: activators of Wnt/beta-catenin signaling | Wnt/beta-catenin reporter cell assay, activator, plate reader | 1.2% of 300,000 active | activation, % at 9.35 µM; in the data active means activation above about 30%, passing the limit was not always enough; inconclusive means no clear call, values can overlap the other calls;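 further: 0% = neutral control wells and 100% = positive control wells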
# CDK5 inh: inhibitors of human CDK5/p35 kinase. Q00535+Q15078. Recombinant CDK5/p35, ADP-Glo luminescence, 60 min. inhibition, % at 10 µM. 0.01% of 330,000 active;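 active means highest replicate inhibition of at least 50% and at least 75% of replicates reaching 50%; inconclusive means only one of the two criteria met; inactive means both criteria failed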;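 further: plate controls were DMSO neutral control for no effect and GW8510 at 10 µM for full effect; many of its hits are not listed in these tables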
# cardiac RTF act: increases calcium sensitivity of human cardiac regulated thin filaments; AID 493008; P19429+P45379; activation, % at 7.2 µM; IANBD-labeled TnC RTF fluorescence at EC20 calcium; 0% EC20 calcium, 100% full calcium; 0.24% of 340,000 active;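 active means activation above the mean over all tested compounds plus 3 SD, cut at about 30% in these data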;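 further: rise in fluorescence read as greater calcium sensitivity of cardiac thin filaments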
# CAL PDZ FP-1: CAL PDZ (human) peptide binding inhibition; purified CAL PDZ, TMR-peptide fluorescence polarization, 1 h; inhibition, % at 24.9 µM; 0.92% of 300,000 active; AID 602252;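 active means mean inhibition of at least 30% with at least half of replicates also reaching 30%; inconclusive means no clear call, values can overlap the other calls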;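 further: 0% = DMSO neutral control and 100% = excess unlabeled competitor peptide PRC23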
# CAL PDZ FP-2: inhibitors of human CAL PDZ peptide binding. Q9HD26. purified CAL PDZ, TMR-peptide fluorescence polarization, 1 h. inhibition, % at 20 µM. 0.02% of 330,000 active. AID 504414;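 active means highest replicate inhibition of at least 40%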;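 further: plate controls were DMSO neutral control wells for no effect and unlabeled competitor peptide control wells for full effect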
#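 Test system: purified CerCALP PDZ construct; Compound dosing: one concentration, 20 µM compound; Also added: TMR-labelled reporter peptide T*-PRC34 bound in PDZ groove; Read-out: inhibition from polarization loss; Controls: unlabelled peptide and DMSO controls; Signal: FP readout, S and P plane fluorescence; Incubation: 1 h at RT.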
# Tat export inh: E. coli Tat transport inhibition. E. coli MC4100 TorA-mCherry Tat export, fluorescence. inhibition, % at 10 µM. 0.036% of 340,000 active. AID 488895;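 active means mean replicate inhibition at least 50% and at least half of replicates individually reaching 50%; inconclusive means only one of the two criteria met; inactive means neither criterion met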;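 further: exported cargo escapes ClpAP degradation while cytoplasmic cargo is degraded and loses fluorescence; 0% = median of neutral control wells and 100% = median of NaSCN control wells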
# MITF TRPM1 HTS: MITF TRPM1 promoter activation in melanoma cells. SK-MEL-5 TRPM1-promoter luciferase, 24 h; % of positive control, neutral wells = 0. activation, % at 12.5 µM. 0.75% of 300,000 active. AID 588334;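 active means mean activation of at least 80% with every replicate also reaching 80%; inconclusive means mean reaches 80% but some replicate falls short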;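 further: 0% = neutral control wells and 100% = parthenolide positive control wells; values of inactives mirror those of a sister screen read the other way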
# V-ATPase pHluor: yeast V-ATPase proton transport regulation by pHLuorin. S. cerevisiae, pHLuorin cytosolic pH fluorescence. response, % at 10 µM. 0.37% of 350,000 active. AID 504577; in the data active means response mostly above about 7.3%, no sharp cut-off; inactive means mostly below about 5.4%; further: actives read high; inactives centre near 0; some compounds called inactive have numbers as strong as hits
# dFosB act: mouse delta FosB homodimer activation; P13346; purified delta FosB, TAMRA-CDK5 oligo fluorescence polarization; percent of positive-control signal above neutral wells; AID 493131; activation, % at 25 µM; 0.99% of 340,000 active;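 active means mean activation above about 17%, with every replicate also reaching it, limit read from the data, passing the limit was not always enough; inconclusive means only one of the two conditions met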;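 further: fluorescence polarization rise as delta FosB binds a TAMRA Cdk5 AP-1 oligo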
# Target sequence (P13346 whole entry, looked up): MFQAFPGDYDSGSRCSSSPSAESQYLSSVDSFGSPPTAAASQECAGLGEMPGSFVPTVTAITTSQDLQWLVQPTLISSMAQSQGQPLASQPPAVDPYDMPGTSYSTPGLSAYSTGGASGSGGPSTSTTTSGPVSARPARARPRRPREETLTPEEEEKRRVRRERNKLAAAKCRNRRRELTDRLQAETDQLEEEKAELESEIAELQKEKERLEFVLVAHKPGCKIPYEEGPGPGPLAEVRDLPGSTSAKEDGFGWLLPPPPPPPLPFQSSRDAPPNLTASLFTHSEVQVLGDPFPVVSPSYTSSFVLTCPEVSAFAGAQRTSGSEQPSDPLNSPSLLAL
# The depositor's hits bear a star; i = inactive; ? = inconclusive; · = no result given.
CDK5 inh	CAL PDZ FP-2	dFosB act	V-ATPase pHluor	cardiac RTF act	MITF TRPM1 HTS	Tat export inh	SMILES	CAL PDZ FP-1	Wnt act	Rtt109 Vps75
0.2	-2.7	-5	-1	-2	12	1	CCOc1ccc(CN(C)CC(=O)NNC(=O)c2ccc(Cl)cc2)cc1OC	-3	0	14
3.0	0.2	-2	1	-4	-6	-12	O=C(O)c1cccc2c3c([nH]c12)CCCC3	-1	-2	-3
-1.7	-1.8	-8	2	9	-13	0	COC(=O)c1sccc1NC(=O)c1ccc(Cl)s1	·	-1	1
-0.4	-3.2	-10	-1	3	4	-4	CCn1nc(C)c(CN2CCC(C(=O)Nc3cccc(-c4cccc(F)c4)c3)CC2)c1C	-5	-2	-5
-0.9	-0.9	-9	-6	-10	-6	-1	O=C(Nc1ccc(S(=O)(=O)N2CCOCC2)cc1)c1ccc(S(=O)(=O)N2CCOCC2)cc1	-1	1	-1
-0.2	-0.2	-4	2	5	4	-5	O=C(NCCNc1ccc([N+](=O)[O-])cc1C(F)(F)F)c1cccc(F)c1	-2	-1	16
-1.6	-2.2	-5	-1	0	7	1	NC(=O)c1cc2ccccc2o/c1=N/NC(=O)c1cccc(Cl)c1	-3	2	10
0.8	0.4	-8	0	-4	0	6	Cc1ccc(C)c(NS(=O)(=O)c2cc(C(=O)NCCC3=CCCCC3)ccc2C)c1	-3	·	-6
-2.2	-2.0	4	8	1	-7	-4	CNC(=O)CN(c1cccc(Br)c1)S(C)(=O)=O	-3	-5	-7
0.5	0.0	-1	-3	-2	8	-4	CC(C)(C)C1CCC(=NNC(=O)CC(=O)NCc2ccccc2)CC1 (stereo unspecified)	-2	-1	16
-2.9	-3.4	4	2	-2	3	3	O=c1[nH]c2ccccc2nc1Cc1ccc(Cl)cc1	-4	-7	-1
1.5	-1.3	4	1	4	-4	-1	O=C(NCN1CCN(c2ccccc2)CC1)c1cnccn1	4	1	2
-0.1	-0.8	2	-1	-1	·	3	O=C(Oc1ccc(C(=S)N2CCOCC2)cc1)c1ccc([N+](=O)[O-])cc1[N+](=O)[O-]	-5	0	2
-0.7	0.2	0	1	-4	-11	-1	Cc1cccc(C)c1NC(=O)C1c2ccccc2Oc2ccccc21	-3	-4	6
-1.2	0.9	-5	3	-4	1	-3	CC1CCN(S(=O)(=O)c2ccc(NC(=O)CN3CCCC(C)C3)cc2)CC1 (stereo unspecified)	-1	·	6
-1.0	-2.8	-4	-4	-7	-1	-8	CCOC(=O)/C(C#N)=C/c1ccc(OC(=O)c2ccco2)c(OCC)c1	-1	1	-4
-0.1	-0.2	-5	2	1	38	-12	c1ccc(-n2ncc3c(NCCN4CCOCC4)ncnc32)cc1	-2	47*	5
1.3	1.0	-9	0	-1	0	-4	O=C(Nc1ccnn1C1CCN(CCCc2ccccc2)CC1)c1ccccc1	-1	1	0
-1.3	0.4	3	2	3	-21	3	CN1C(=O)C(O)(CC(=O)/C=C/c2ccco2)c2cc(Br)ccc21 (stereo unspecified)	5	-2	1
0.9	-0.6	5	-1	0	35	-8	COc1ccc(/C(N)=N/OC(=O)c2ccc3c(c2)OCO3)cc1	1	·	3
0.0	1.3	-10	-2	0	18	?	Cc1cc(C(=O)COC(=O)c2ccncc2)c(C)n1Cc1ccco1	-2	3	-2
-0.3	-1.3	2	0	2	·	-3	Cn1nccc1NC(=O)Nc1cccc(Cl)c1	·	3	-13
0.9	-3.0	-2	2	-2	·	13	O=C(CN1CCC(NC(=O)c2cccc(F)c2)CC1)NCc1ccccc1F	-2	·	-1
-1.1	-0.6	4	2	0	-5	-16	Cc1cc(C)nc(N2C(=O)CC(C(=O)O)NC2=NCCc2c[nH]c3ccccc23)n1 (stereo unspecified)	-3	0	-8

# An excerpt from above, reduced to V-ATPase pHluor.
SMILES	V-ATPase pHluor
O=C(Nc1ccnn1C1CCN(CCCc2ccccc2)CC1)c1ccccc1	0
CN1C(=O)C(O)(CC(=O)/C=C/c2ccco2)c2cc(Br)ccc21 (stereo unspecified)	2

# (list continues)
CDK5 inh	CAL PDZ FP-2	dFosB act	V-ATPase pHluor	cardiac RTF act	MITF TRPM1 HTS	Tat export inh	SMILES	CAL PDZ FP-1	Wnt act	Rtt109 Vps75
-1.2	-0.4	0	0	-4	-8	-1	CN(C)c1ccc(N2C(=O)CSC2=S)cc1	-4	-1	-3
1.0	-0.2	-4	3	1	11	-2	COc1cc(CN2CCNC(=O)C2CC(=O)NCCCN2CCOCC2)cc(OC)c1 (stereo unspecified)	-4	-3	0
1.0	0.3	-1	-3	-4	0	-6	CCOC(=O)c1sc(NS(=O)(=O)c2ccc(F)cc2)nc1C	-4	0	7
0.9	-1.3	0	4	-3	-3	3	Cc1c(C(=O)OCC(=O)N2c3ccccc3CC2C)oc2ccccc12 (stereo unspecified)	-5	0	7
1.6	-0.6	3	1	-2	-24	1	Nc1nc(N)c2sc3nc(C(F)(F)F)cc(C(F)(F)F)c3c2n1	-18	-14	8
-0.3	0.2	-4	-2	3	7	-1	COc1ccc(N2C(=O)C(OC(C)=O)C2c2ccc(C)cc2)cc1 (stereo unspecified)	-3	·	-1
-0.5	-1.1	-7	-6	-2	·	-3	CCC(CO)Nc1ncnc2c1cnn2-c1ccc(OC)cc1 (stereo unspecified)	·	-2	4
0.3	-1.3	-2	4	1	·	-4	CCCOC(=O)C(C)n1cnc2scc(-c3ccc(C)cc3)c2c1=O (stereo unspecified)	-5	3	5
-1.4	-6.6	-23	2	-1	70	7	CN(C)CCNC(=O)c1cc2sc3ccccc3c2s1	·	0	3
0.0	-0.5	-12	-6	-3	115*	-4	O=C(/C=C/Nc1ccc([N+](=O)[O-])cc1Br)c1cccc2ccccc12	-3	48*	51*
0.2	-0.8	-14	0	0	29	0	Cc1ccc(CNC(=O)C(=O)c2cn(CC(=O)N3CCOCC3)c3ccccc23)cc1	-3	5	22
0.7	-0.6	2	-5	8	·	-9	Cc1ccc(S(=O)(=O)N2CCC(=O)N(CCOC(=O)Nc3ccc(F)cc3)CC2)cc1	-18	-3	11
-4.4	-2.9	-3	-1	0	1	0	Cc1ccc(C(C)NC(=O)CSc2ccc(S(=O)(=O)N3CCOCC3)cn2)cc1C (stereo unspecified)	0	1	1
0.4	-2.3	14	1	-2	-9	-1	O=C(N/N=C/C=C/c1ccccc1[N+](=O)[O-])c1cc(-c2cccnc2)nc2ccccc12	-2	-2	5
0.1	0.1	-6	0	16	-1	-4	CCCC(=O)NCCCc1nc2ccccc2n1C	-1	-2	-2
1.5	0.1	-16	-7	-1	·	-13	CC(=O)Oc1ccc2c(C)c(CC(C)O)c(=O)oc2c1 (stereo unspecified)	-1	·	i
·	-1.3	5	2	-4	11	11	CCOC(=O)c1c(CN(C)C)n(-c2ccc(C)cc2)c2cc(Br)c(O)cc12	-2	·	5
-3.8	-1.7	-7	-5	-1	-3	1	COc1ccc(S(=O)(=O)N2CCCC(C(=O)NCCc3ccccc3)C2)cc1 (stereo unspecified)	-4	0	-8
-0.8	-0.1	-8	-1	-3	-6	9	COc1ccc(NS(=O)(=O)c2ccc(C)c(C(=O)N(C)Cc3ccc(OC)cc3OC)c2)cc1	-4	-3	3
0.9	0.6	-5	-4	1	38	5	O=C(NCCc1ccccc1)c1c(O)c2ccccc2[nH]c1=O	·	5	1
0.7	-1.4	4	2	3	-17	-10	CC1=C(C(=O)Nc2ccccc2)C(c2ccco2)C(C#N)=C(SCC(=O)Nc2cccc(C)c2C)N1 (stereo unspecified)	1	·	6
2.1	0.3	-11	-6	0	·	-1	COc1cc(NC(=O)C2CC(c3ccccc3Cl)=NO2)cc(OC)c1OC (stereo unspecified)	1	-3	-2
-1.0	-1.9	-3	-1	1	15	0	CCOC(=O)N1CCC(N(CCN(C)C)C(=S)Nc2cccc(C)c2)CC1	-1	0	-2
-2.3	-0.7	5	0	-2	5	7	O=C1COc2ccc(C(=O)CSc3ccccc3C(=O)O)cc2N1	-3	1	4

# Some of these compounds in order of their number in V-ATPase pHluor, smallest number first.
SMILES | V-ATPase pHluor
Cc1cc(C(=O)COC(=O)c2ccncc2)c(C)n1Cc1ccco1 | -2
Cc1ccc(C(C)NC(=O)CSc2ccc(S(=O)(=O)N3CCOCC3)cn2)cc1C (stereo unspecified) | -1
O=C(CN1CCC(NC(=O)c2cccc(F)c2)CC1)NCc1ccccc1F | 2

# Additional entries follow:
CDK5 inh	CAL PDZ FP-2	dFosB act	V-ATPase pHluor	cardiac RTF act	MITF TRPM1 HTS	Tat export inh	SMILES	CAL PDZ FP-1	Wnt act	Rtt109 Vps75
-0.9	0.0	-10	11	-2	-5	-10	O=C(COC(=O)c1ccc[nH]c1=O)NC1CCCC1	·	·	7
-0.8	-2.5	-5	-1	0	?	3	CC1CC1C(=O)OCC(=O)NC(=O)NC12CC3CC(CC(C3)C1)C2 (stereo unspecified)	2	-1	7
1.1	0.4	2	0	-2	-3	0	O=C(CSc1ncn[nH]1)Nc1cccc2ccccc12	-6	-5	-16
0.6	-2.2	-3	-1	1	3	-4	CCCN1CCN(C(=O)c2ccccc2-c2nc3ccccc3s2)CC1	1	-1	9
-0.6	-3.0	-9	1	-5	-11	3	Cc1ccccc1C(=O)NCC(=O)Nc1ccc(C)c(S(=O)(=O)N2CCCCCC2)c1	-1	-3	-3
-1.4	-2.1	-2	2	1	-1	-5	CCc1c(C)nc(N)n2c(SCC(=O)NC3CCCCC3)nnc12	-2	1	2
-0.6	-0.5	-7	-1	-4	1	3	COC(=O)c1cccc(NC(=O)c2cc(OC)c(OC)c(OC)c2Br)c1	-2	-3	·
-0.8	-1.3	-3	8	3	6	-2	COc1ccc(CCN(C)C(=S)NC(=O)c2ccc(F)cc2Cl)cc1OC	2	-1	0
1.1	-0.5	10	-6	0	63	-7	COc1cc2sc(NC(=O)c3ccco3)nc2cc1Cl	-1	?	1
0.0	-3.1	-9	-1	2	17	3	CCN(CC)S(=O)(=O)c1ccc(C(=O)Nc2ncn(Cc3ccccc3)n2)cc1	-3	·	19
0.1	-0.2	-3	1	0	98*	25	CCCN1CCC(=O)N([C@H](CSc2ccc(C)cc2)CC(C)C)CC1	-1	30	-3
-0.8	-0.7	0	-3	4	1	8	CSc1nc(S(=O)(=O)c2ccc(C)cc2)c(Cl)s1	4	0	3
1.3	1.0	0	0	-6	·	1	CN(C)/C=N/n1cnc2ccccc2c1=O	-1	0	4
0.0	-1.7	0	-1	0	2	-4	Cc1cc(Cl)ccc1C(=O)C1CCCN(C(=O)c2cnsn2)C1 (stereo unspecified)	-1	-1	-3
3.0	0.6	1	1	1	2	-7	O=C1C(C23CC4CC(CC(C4)C2)C3)C(=O)N(c2ccccc2)N1c1ccccc1	-6	-1	3
0.5	-1.2	4	-3	7	12	5	Cc1c(-c2nc(-c3ccncc3)no2)cccc1[N+](=O)[O-]	69*	0	2
0.5	-0.8	-11	-1	-3	-15	-9	CCc1ccccc1NC(=O)CN1CCN(CC(=O)Nc2ccc3c(c2)OC2(CCCCC2)O3)CC1	-2	-4	1
0.8	-1.8	11	-1	2	4	-11	O=C(Cc1ccccc1)Nc1ccc(NC(=S)NC(=O)c2ccccc2)cc1	8	-1	14
